Screening results as filed in PubChem.
NadD inh: blocks S. aureus nicotinate mononucleotide adenylyltransferase. actives 0.78% (n = 360,000). inhibition, % at 20 µM. purified NadD enzyme, colorimetric absorbance read-out. AID 602399; in the data active = inhibition above about 26%; note: some compounds past the cut are filed as inactive
Scp-1 inhibitor: Scp-1 (human) phosphatase inhibition; Q9GZU7; Recombinant Scp1, phosphopeptide, malachite green phosphate absorbance; actives 0.88% (n = 340,000); inhibition, % at 20 µM;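 active = inhibition above about 50% at 20 µM, limit read from the data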;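 note: plate controls were DMSO wells with enzyme for no effect and wells lacking enzyme for full effect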
Target sequence (Q9GZU7 76-261 limits assumed): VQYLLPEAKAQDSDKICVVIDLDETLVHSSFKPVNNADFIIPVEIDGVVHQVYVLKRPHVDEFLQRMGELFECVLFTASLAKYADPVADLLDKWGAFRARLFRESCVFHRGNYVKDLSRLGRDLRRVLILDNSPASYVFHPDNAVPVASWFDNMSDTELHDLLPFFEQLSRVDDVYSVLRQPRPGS
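Material – SCP-1 phosphatase catalytic domain, residues 76-261 · Buffer or medium – Acidic Tris acetate buffer with magnesium and detergent · Also added – Phospho 17-mer peptide substrate · Compound – single 20 µM dose, 1% DMSO · Times – 45 min room-temperature reaction, 5 min colour, 30 min stabiliser · Technique – Phosphate-binding colour reagent, absorbance read at 630 nm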
Neddyl block: inhibitors of human cullin neddylation; calls only at 25 µM; AID 651699; actives 0.58% (n = 360,000); TR-FRET cullin neddylation, biochemical; P61081+Q13564; in the data active = inhibition above about 36%
CendR NRP1 mod: modulators of CendR peptide binding to human neuropilin-1; inhibition, % at 25 µM; O14786; AID 602438; FAM-RPARPAR peptide binding to NRP-1, fluorescence polarization; actives 0.85% (n = 360,000);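 active = inhibition or corrected inhibition above about 18%, plus a signal ratio from 0.5 to 1.5, limit read from the data, passing the limit was not always enough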; note: strong numbers were not always called active
Target sequence (O14786 whole entry, looked up): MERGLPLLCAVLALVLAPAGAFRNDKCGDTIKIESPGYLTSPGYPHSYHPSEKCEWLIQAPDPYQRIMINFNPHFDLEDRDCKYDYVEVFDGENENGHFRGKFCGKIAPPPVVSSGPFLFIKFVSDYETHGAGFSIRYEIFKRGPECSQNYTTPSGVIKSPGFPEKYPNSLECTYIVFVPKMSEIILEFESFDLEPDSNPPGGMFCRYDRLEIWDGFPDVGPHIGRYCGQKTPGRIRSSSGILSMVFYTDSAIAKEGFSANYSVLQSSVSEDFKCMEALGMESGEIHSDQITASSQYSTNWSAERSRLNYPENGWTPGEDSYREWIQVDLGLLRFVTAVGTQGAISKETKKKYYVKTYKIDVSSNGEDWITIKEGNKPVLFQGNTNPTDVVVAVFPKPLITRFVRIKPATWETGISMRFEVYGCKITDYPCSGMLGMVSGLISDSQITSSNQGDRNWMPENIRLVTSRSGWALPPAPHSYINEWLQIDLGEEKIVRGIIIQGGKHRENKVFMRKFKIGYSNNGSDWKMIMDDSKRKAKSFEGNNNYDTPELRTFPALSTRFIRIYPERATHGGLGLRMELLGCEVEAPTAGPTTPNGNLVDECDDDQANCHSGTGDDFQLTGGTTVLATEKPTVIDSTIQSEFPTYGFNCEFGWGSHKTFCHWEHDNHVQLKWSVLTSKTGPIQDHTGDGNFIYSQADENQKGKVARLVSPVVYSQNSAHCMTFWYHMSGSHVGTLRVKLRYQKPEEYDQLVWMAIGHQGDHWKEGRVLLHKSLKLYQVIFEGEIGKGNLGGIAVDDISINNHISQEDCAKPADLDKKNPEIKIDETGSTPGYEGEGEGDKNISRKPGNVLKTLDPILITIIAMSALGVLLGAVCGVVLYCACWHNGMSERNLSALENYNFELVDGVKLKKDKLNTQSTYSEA
LMPTP inh: blocks human LMPTP phosphatase; P24666; recombinant LMPTP-A, OMFP fluorogenic substrate, fluorescence intensity; inhibition, % at 20 µM; actives 0.22% (n = 360,000);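 active = compounds that cut the enzyme signal by at least half of the control window in the single-dose screen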;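 note: plate controls were DMSO wells with enzyme plus substrate for no effect and substrate without enzyme for full effect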
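Assay system: LMPTP-A, protein tyrosine phosphatase of low molecular weight / Medium: pH 6.0 Bis-Tris buffer with DTT and Triton X-100 / Schedule: 50 min enzyme reaction at room temperature, protected from light / Measured by: endpoint fluorescence intensity from OMFP dephosphorylation / Read-out basis: % inhibition relative to no-enzyme and uninhibited control wells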
STEP inh: inhibitors of human striatal-enriched phosphatase STEP; recombinant STEP, OMFP fluorogenic substrate, fluorescence; inhibition, % at 20 µM; actives 0.25% (n = 360,000); AID 588621;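 active = inhibition at 20 µM, scaled per plate between control wells, above about 37%, limit read from the data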;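 note: 0% = DMSO with enzyme and substrate and 100% = substrate only without enzyme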
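medium = Bis-Tris buffer pH 6.0, 2.5 mM DTT, 0.005% Tween 20 | test system = STEP (striatal-enriched tyrosine phosphatase) enzyme, cell-free | measure = normalized % inhibition | compound dosing = 20 µM, 1% DMSO | also added = 25 µM OMFP | schedule = reaction 20 min, ambient temperature | measured by = fluorescence read at 480 nm ex / 540 nm em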
DNMT1 block: blocks human DNA methyltransferase DNMT1 | P26358 | DNMT1 molecular beacon, Hinp1I cleavage, fluorescence | inhibition (reported as % activation of signal), % at 10 µM | actives 0.83% (n = 360,000); in the data active = inhibition above about 50%
SUMO1-SIM PPI: modulators of human SUMO1-mediated protein-protein interactions | AID 602429 | SUMO1 binding to a labelled peptide, TR-FRET, 1 h | actives 0.33% (n = 360,000) | inhibition, % at 20 µM; in the data active = inhibition above about 37%
SKN-1 block: C. elegans SKN-1 inhibition | C. elegans VP596 Pgst-4::GFP/RFP ratio, acrylamide-induced, 24 h | inhibition, % at 21.8 µM | actives 0.49% (n = 360,000);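 active = interference check ratio from 0.5 to 1.5 plus GFP to RFP signal ratio inhibition reaching or exceeding a fixed threshold, cut at about 30% in these data, passing the limit was not always enough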; note: some compounds called inactive have numbers as strong as hits
TbMetRS inhib: blocks T. brucei methionyl-tRNA synthetase activity | purified T. brucei MetRS, ATP depletion, Kinase-Glo luminescence | inhibition, % at 11.9 µM | actives 0.4% (n = 360,000) | AID 624268;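 active = inhibition above a per-plate cutoff of the control wells' mean inhibition plus 3 SD, cut at about 5.5% in these data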;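 note: 0% = DMSO wells median and 100% = median of wells with control inhibitor compound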
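Test system – parasite MetRS enzyme · Reagent – substrates ATP, L-methionine and bulk Escherichia coli tRNA · Doses – 11.9 µM compound single dose, 0.9% DMSO · Times – 15 min enzyme-compound preincubation, 2 h reaction, 10 min detection, 25 °C · Signal – Kinase-Glo luminescence, ATP depletion format · Controls – DMSO-only wells as low control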
Numbers without * were called inactive; i = inactive; . = no result given.

SMILES	NadD inh	Scp-1 inhibitor	Neddyl block	CendR NRP1 mod	LMPTP inh	STEP inh	DNMT1 block	SUMO1-SIM PPI	SKN-1 block	TbMetRS inhib
Cc1ccc(Nc2nc(C)c3c(n2)CC(C)CC3=O)c(C)c1 (stereo unspecified)	-4.5	4.0	i	2.0	-1.4	4.5	0.1	3.4	-1.9	-0.5
C=CCNc1sc(C(=O)c2ccccc2)c(N)c1C#N	-4.7	-8.5	i	-5.6	0.9	-1.8	3.5	-5.8	24.4	-0.3
N=C1/C(=C\c2ccc(OC(=O)c3ccc(F)cc3)cc2)C(=O)N=C2SC(N3CCCC3)=NN12	51.4*	24.0	i	-13.0	0.8	2.1	19.4	13.0	13.1	0.3
CN(C)/C=N/c1[nH]ncc1C#N	-4.5	-6.5	i	-0.2	3.3	1.9	4.6	3.4	8.0	-0.5
CCN(CC)C(=O)C1CC(=O)OC1(C)C (stereo unspecified)	-2.7	-10.8	i	-1.8	-0.5	-0.8	1.3	-4.5	-11.2	0.3
Cc1c(NC(=O)C2CC(c3cccc(Br)c3)=NO2)c(=O)n(-c2ccccc2)n1C (stereo unspecified)	7.9	-2.2	i	3.9	0.7	-0.7	-0.5	-0.1	3.1	0.1
Cn1c(=O)oc2cc(S(=O)(=O)N3CCC(C(=O)NCC4COc5ccccc5O4)CC3)ccc21 (stereo unspecified)	1.8	-9.8	i	2.6	-0.9	-1.1	0.5	-0.7	5.4	-0.2
C[C@H](NC(=O)C1CCN(S(=O)(=O)c2ccccc2)CC1)C(=O)NCc1cccnc1	-3.1	.	i	5.3	-1.7	-3.3	-0.7	-0.2	22.2	-0.4
O=C(Nc1ccnc(-c2cccnc2)n1)c1cccs1	1.7	-5.4	i	-0.4	-0.9	-0.5	0.5	3.9	8.1	-0.6
O=C(Nc1nc(-c2ccc(F)cc2)cs1)C1CCN(C(=O)c2ccc(F)cc2)CC1	1.3	-6.1	i	0.9	2.2	-2.1	-3.5	3.6	11.0	-0.5
CC(=O)c1ccc(NC(=O)c2cc(C)no2)cc1	-3.1	-9.1	i	3.7	-0.2	-1.8	2.0	-0.7	3.1	-0.3
Cc1ccc(S(=O)(=O)N2CCC(C(=O)Nc3nnc(C4CCCC4)s3)CC2)cc1	2.4	6.0	i	0.3	-2.0	0.6	7.6	-1.7	3.1	-1.6

Whole records from above:
Entry for `N=C1/C(=C\c2ccc(OC(=O)c3ccc(F)cc3)cc2)C(=O)N=C2SC(N3CCCC3)=NN12` → NadD inh: 51.4*; Scp-1 inhibitor: 24.0; Neddyl block: i; CendR NRP1 mod: -13.0; LMPTP inh: 0.8; STEP inh: 2.1; DNMT1 block: 19.4; SUMO1-SIM PPI: 13.0; SKN-1 block: 13.1; TbMetRS inhib: 0.3
Entry for `Cc1ccc(S(=O)(=O)N2CCC(C(=O)Nc3nnc(C4CCCC4)s3)CC2)cc1` → NadD inh: 2.4; Scp-1 inhibitor: 6.0; Neddyl block: i; CendR NRP1 mod: 0.3; LMPTP inh: -2.0; STEP inh: 0.6; DNMT1 block: 7.6; SUMO1-SIM PPI: -1.7; SKN-1 block: 3.1; TbMetRS inhib: -1.6

Following part.
SMILES	NadD inh	Scp-1 inhibitor	Neddyl block	CendR NRP1 mod	LMPTP inh	STEP inh	DNMT1 block	SUMO1-SIM PPI	SKN-1 block	TbMetRS inhib
CCOC(=O)N1CCN(C(=O)c2ccc(C)c(S(=O)(=O)N3CCCCC3)c2)CC1	4.8	-3.1	i	15.8	-1.8	0.8	1.2	4.7	10.5	-0.3
CC(=O)Nc1ccc(OCC(O)Cn2nc(C)c(Br)c2C)cc1 (stereo unspecified)	-5.8	-3.3	i	-7.0	-1.1	4.8	1.2	0.6	-14.2	-0.4
CC(=O)Nc1ccc(NC(=O)c2nc(S(=O)(=O)Cc3ccccc3)ncc2Cl)cc1	-4.8	-4.5	i	13.6	-0.4	-0.2	0.9	-13.3	14.8	-0.5
COC(=O)c1ccccc1NC(=O)CN1CCN(c2ccccn2)CC1	-5.5	-3.7	i	6.3	0.9	-1.6	0.2	-2.7	4.7	-0.3
O=C(Nc1cc([N+](=O)[O-])ccc1Cl)c1ccc2c(c1)OCO2	5.6	-8.4	i	-0.5	1.4	-2.8	10.7	-7.3	-4.7	-0.1
Cc1ccc2nc(NCCCNC(=O)c3cnccn3)c(C#N)cc2c1	3.3	-10.7	.	-1.5	-0.2	-0.2	-6.5	-3.3	1.7	-0.6
CC(C)C[C@@H]1CN=C(N)N1C[C@@H]1CCCN1C[C@H](C)N1C[C@@H](Cc2ccccc2)N(CCCC2CCCC2)C1=N	-8.9	11.9	i	2.2	0.7	1.1	8.9	-35.0	-3.2	-0.4
COc1ccccc1N1CCN(C(CNS(=O)(=O)c2ccccc2)c2ccccc2)CC1 (stereo unspecified)	-2.9	-4.7	i	-0.3	0.9	-0.3	-2.1	-0.4	-2.3	-0.9
Cc1ccc(NC(=O)COc2ccc3c(c2)CCC3)nc1	4.3	-2.8	i	2.0	1.4	-0.4	4.5	-4.7	3.8	0.4
O=C1CCC(C(=O)OCC(=O)N2N=C3/C(=C\c4ccccc4)CCCC3C2c2ccccc2)N1 (stereo unspecified)	3.5	-3.9	i	-4.1	1.8	1.3	-5.8	-4.8	37.2*	-0.3
CNC(=O)CN1C(=O)NC2(CCc3ccccc32)C1=O (stereo unspecified)	-1.4	-2.2	i	5.7	-1.8	1.9	4.1	-0.9	1.2	0.1
COc1ccc(C2Nc3ccccc3C(=O)N2c2ccc(C)cc2)cc1Cn1cc([N+](=O)[O-])cn1 (stereo unspecified)	6.6	-1.4	i	-3.4	0.6	0.9	-4.2	-5.7	-8.3	-0.9
Cc1cc(C)n(CCC(=O)N/N=C/c2c(O)ccc3ccccc23)n1	0.0	-2.7	i	34.1*	-0.5	-2.9	-7.6	-18.6	11.9	6.5*
O=C(C1CCC1)N1CCc2cc(S(=O)(=O)Nc3ccc4c(c3)OCCO4)ccc21	2.1	-0.4	i	19.1	-1.0	-1.5	-5.1	1.4	-22.2	-0.7
Cc1ccc2[nH]c(O)c(N=NC(=O)c3ccc(NS(=O)(=O)c4cccs4)cc3)c2c1	42.9*	99.9*	i	-4.1	43.8	58.0*	-7.9	31.0	12.1	0.2
CCOC(=O)c1c(NC(=S)Nc2ccccc2)sc2c1CCCCC2	9.8	-12.3	i	-4.6	4.9	5.3	-5.3	-1.3	15.0	0.7
COc1ccc(C(c2nnnn2C2CCCC2)N2CCN(C(=O)c3ccco3)CC2)cc1OC (stereo unspecified)	-5.8	-4.4	i	10.3	-4.4	-1.9	0.2	-3.0	10.4	-1.2
Cc1ccc2nc(SCC(=O)Nc3ccc(C(N)=O)cc3)[nH]c2c1	3.9	-0.4	i	-4.6	-0.6	5.4	-0.8	-1.8	8.1	0.3
COc1ccc(-c2noc(C3CCCN(C(=O)c4ccc(C)cc4)C3)n2)cc1 (stereo unspecified)	-8.2	-15.5	i	-0.3	-0.6	-2.7	-3.3	-1.4	6.8	-0.6
O=C(CSCc1ccccc1)N1CCN(c2ccc(F)cc2)CC1	1.1	-2.5	i	-1.7	-0.9	-1.3	-1.7	1.2	12.1	-0.7
CN(Cc1ccccc1)C(=O)CN1C(=O)NC(C)(c2ccc(C(C)(C)C)cc2)C1=O (stereo unspecified)	-0.2	-5.2	i	18.2	1.9	-1.6	0.0	-2.6	12.6	-0.1
COCCCNC(=O)C[C@H]1C[C@H](C(=O)N(C(C)C)C(C)C)[C@@]2(C)c3[nH]c4ccc(Cl)cc4c3CCN2C1=O	0.4	-1.3	i	-4.5	-1.3	0.8	1.9	2.7	5.2	0.2
CN(C)CCCOC(=O)c1ccccc1Cl	1.1	-11.2	i	-7.0	-0.6	-3.5	0.6	-0.3	-12.5	-1.2
Cc1ccc2sc(N(CCCN(C)C)C(=O)c3ccc(S(=O)(=O)N(C)Cc4ccccc4)cc3)nc2c1C	7.2	10.9	i	-3.1	3.5	4.4	2.1	-43.6	5.5	-0.4
CC(C)[C@@H]1O[C@H](CCc2ccccc2)CC2=C1C(=O)OC(C)(C)O2	-3.1	.	i	10.5	2.9	.	.	7.8	1.7	-0.6
COc1ccc(N2CCN(CC(=O)Nc3ccccc3SC)CC2)cc1	-5.5	4.2	i	-3.4	0.4	3.7	8.3	3.9	7.5	-0.2
CCCOc1ccc(C2NC(=O)CCC2[N+](=O)[O-])cc1 (stereo unspecified)	2.8	-6.5	i	5.5	-0.4	1.2	3.0	3.1	-14.2	0.2
O=C(O)CCc1ccc(-c2ccc(Cl)cc2)n1NC(=O)c1ccc(O)cc1	-4.3	3.3	i	-12.1	-1.0	8.0	6.6	1.5	7.0	-1.1
CC1CC(C)CN(c2cc(=O)n(Cc3ccc(F)cc3)c(=O)[nH]2)C1 (stereo unspecified)	2.0	-4.8	i	8.5	0.1	0.8	-2.6	-1.8	-1.8	0.2
COc1cc(CO)ccc1OCC(=O)Nc1ccc(Br)cc1	-2.1	-16.6	i	7.3	-0.8	-1.4	-0.5	16.7	3.0	0.0
CCCOP(=O)(c1ccc(N(C)C)cc1)C(O)c1c(Cl)cccc1Cl (stereo unspecified)	-3.9	0.4	i	-11.2	-0.9	-3.2	1.6	-2.4	-8.5	-0.9
O=C(N/N=C/c1ccc(OC(=O)c2ccccc2)cc1)c1cccc(O)c1	2.2	-1.3	i	4.0	1.8	-0.9	-7.0	1.2	-5.6	0.1
COC(=O)[C@@]12C[C@@H](CC(=O)NCc3cccs3)C(=O)N(Cc3cccc4ccccc34)C1=CCC(C)(C)C2	.	.	i	12.3	3.7	.	.	3.7	4.7	0.7
CC(C)NC(=O)C1CCN(C2CCN(C(=O)C3=CCCC3)CC2)CC1	-4.2	-5.7	i	-18.0	5.3	-0.7	-0.2	-3.3	12.0	-0.3
Cc1ccc(S(=O)(=O)N(C)CC(=O)N2CCN(Cc3ccc4c(c3)OCO4)CC2)cc1	0.3	8.9	i	2.1	-1.0	0.4	0.1	0.4	9.3	-0.5
COC(=O)Nc1sc2c(c1C(=O)NCc1ccco1)CCCC2	-2.3	-6.1	i	-13.1	-0.5	6.7	-2.8	1.6	-7.7	-0.1
O=S(Cc1ccc(Cl)cc1)CC(O)(c1ccccc1)c1ccccc1 (stereo unspecified)	2.7	0.4	i	-5.5	0.3	0.2	2.4	-0.5	1.8	-0.7
Nc1ccc(Cc2ccc([N+](=O)[O-])cc2)cc1	-2.7	-5.0	i	5.1	-3.4	-1.3	2.5	-25.8	23.7	-0.1
O=C(CC(O)(CC(=O)OCc1ccccc1)C(=O)OCc1ccccc1)OCc1ccccc1	-12.0	-9.5	i	5.2	1.4	-0.8	9.2	-5.0	-4.9	-0.3
Cc1ccc(NC(=S)N(C)C)cc1C	-0.9	-7.3	i	6.8	-1.5	1.0	0.7	0.1	10.9	-0.2
